Source: PubChem BioAssay (NMMLSC)
Bim-Bcl-W: inhibitors of Bim binding to Bcl-W, primary screen, biochemical, multiplexed, bead-based flow cytometry. AID 952, 2007. 190,000 tested, 0.02% active. inhibition, % at 10 µM. Bcl-2-like protein 2 (Homo sapiens), Q92843. Bim peptide-Bcl-W binding;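 further: 0% = bound tracer without compound and 100% = peptide blocker; higher means less fluorescent Bim peptide bound to Bcl-W beads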
Bim-Bcl-2: inhibitors of Bim-Bcl-2 binding, primary screen, biochemical, multiplexed, human Bcl-2 family. Apoptosis regulator Bcl-2 (Homo sapiens), P10415. Bead-based flow cytometry, Bim peptide-Bcl-2 binding. inhibition, % at 10 µM. 190,000 tested, 0.06% active; in the data active means inhibition above about 40%; inconclusive means no clear call, values can overlap the other calls;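 further: 0% = no compound wells with probe peptide and 100% = reference peptide inhibitor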
ABCB1 block: ABCB1 efflux pump inhibitors, primary screen, cell-based, multiplex, flow cytometry, ABCG2 counter-screen; AID 1326, 2008; inhibition, % at 6.6 µM; CCRF-Adr cells, JC-1 efflux; 190,000 tested, 0.067% active; in the data active means inhibition above about 40%;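 further: 0% = vehicle and 100% = reference inhibitor; higher value means more JC-1 retained so stronger ABCB1 efflux block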
Bfl-1 Bim block: inhibitors of Bim binding to Bfl-1, primary screen, biochemical, multiplexed, bead-based flow cytometry | 190,000 tested, 0.12% active | Bim-Bfl-1 binding inhibition | Bcl-2-related protein A1 (Homo sapiens), Q16548 | inhibition, % at 10 µM;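 further: 0% = wells without compound plus tracer and 100% = blocker peptide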
RGS7-Gao: RGS7-Galphao binding modulators, primary screen, biochemical, multiplexed bead flow cytometry | Guanine nucleotide-binding protein G(o) subunit alpha (Homo sapiens), P09471 | actives lie on both sides | binding response (% of control), % at 10 µM | 220,000 tested, 0.35% active; in the data active means binding response below about 49% or above about 150%; inconclusive means no clear call, values can overlap the other calls; inactive means in between;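 further: fluorescent Galphao held in activated GDP-AlF4 state binding bead-coupled RGS7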
Target sequence (P09471 whole entry, looked up): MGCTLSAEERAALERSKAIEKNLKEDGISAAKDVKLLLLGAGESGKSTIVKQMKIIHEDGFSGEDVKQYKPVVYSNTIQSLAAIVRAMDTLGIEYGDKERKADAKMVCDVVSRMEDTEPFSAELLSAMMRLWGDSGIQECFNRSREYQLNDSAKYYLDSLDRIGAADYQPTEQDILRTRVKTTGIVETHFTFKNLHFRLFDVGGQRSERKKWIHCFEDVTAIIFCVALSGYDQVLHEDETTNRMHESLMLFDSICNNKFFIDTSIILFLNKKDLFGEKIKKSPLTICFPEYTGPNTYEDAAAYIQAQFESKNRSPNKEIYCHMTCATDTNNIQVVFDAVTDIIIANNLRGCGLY
Bcl-XL Bim block: inhibitors of Bim-Bcl-XL binding, primary screen, biochemical, multiplexed, bead flow cytometry, human Bcl-XL; Bcl-2-like protein 1 (Homo sapiens), Q07817; Bim peptide-Bcl-XL binding, fluorescence; inhibition, % at 10 µM; 190,000 tested, 0.04% active; AID 1007, 2008
ABCG2 inh: ABCG2 efflux pump inhibitors, primary screen, multiplex with ABCB1, IgMXP3 cells, flow cytometry. Broad substrate specificity ATP-binding cassette transporter ABCG2 (Homo sapiens), Q9UNQ0. JC-1 efflux. inhibition, % at 6.6 µM. 190,000 tested, 0.1% active;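 active means inhibition above 80%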;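 further: 0% = DMSO and 100% = nicardipine control wells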
Target sequence (Q9UNQ0 whole entry, looked up): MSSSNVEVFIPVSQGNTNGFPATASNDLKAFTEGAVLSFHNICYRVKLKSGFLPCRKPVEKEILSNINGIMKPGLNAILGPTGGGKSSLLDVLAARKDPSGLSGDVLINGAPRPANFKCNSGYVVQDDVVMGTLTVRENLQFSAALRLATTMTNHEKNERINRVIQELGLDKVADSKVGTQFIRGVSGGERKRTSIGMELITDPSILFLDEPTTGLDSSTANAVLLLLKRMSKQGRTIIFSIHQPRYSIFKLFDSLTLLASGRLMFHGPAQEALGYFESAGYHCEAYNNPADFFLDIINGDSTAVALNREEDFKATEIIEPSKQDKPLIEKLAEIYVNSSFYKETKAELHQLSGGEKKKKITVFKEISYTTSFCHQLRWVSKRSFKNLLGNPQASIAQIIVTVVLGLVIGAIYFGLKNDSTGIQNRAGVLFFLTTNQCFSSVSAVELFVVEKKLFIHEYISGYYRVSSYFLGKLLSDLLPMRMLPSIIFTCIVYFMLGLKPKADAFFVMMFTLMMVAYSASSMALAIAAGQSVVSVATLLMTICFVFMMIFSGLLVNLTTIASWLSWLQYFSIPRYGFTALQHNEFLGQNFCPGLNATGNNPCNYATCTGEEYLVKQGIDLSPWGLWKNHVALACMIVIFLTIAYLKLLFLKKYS
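Read-out basis: Efflux inhibition in percent versus controls | Test system: ABCG2 IgMXP3 and barcoded ABCB1 CCRF-Adr cell mix | Quantity: 3 million cells/mL in well | Schedule: 10 min at 25 °C | Control set: Nicardipine as high control, DMSO as low control | Reagent: JC-1 as fluorescent efflux pump substrate | Signal: Flow cytometry of retained JC-1 fluorescence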
RGS4-Gao reg: modulators of RGS4 binding to Galphao, primary screen, biochemical, multiplexed bead flow cytometry; actives lie on both sides; binding response (% of control), % at 10 µM; 220,000 tested, 0.33% active; AID 1415, 2008; in the data active means binding response below about 49% or above about 150%; inactive means in between;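 further: fluorescent Galphao activated with aluminum fluoride binding bead-coupled RGS4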
Bim-Bcl-B: inhibitors of Bim-Bcl-B binding, primary screen, biochemical, multiplexed, human Bcl-2 family; Bcl-2-like protein 10 (Homo sapiens), Q9HD36; bead-based flow cytometry, Bim peptide-Bcl-B binding; inhibition, % at 10 µM; 190,000 tested, 0.073% active;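 further: 0% = tracer peptide without compound and 100% = reference inhibitor peptide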
GSH bead fluor: compound fluorescence on glutathione beads, profiling panel, artefact control, biophysical, 488/530 nm, flow cytometry; fluorescence (KMESF) at 10 µM; 190,000 tested, 0.25% active; GSH beads flow cytometry, compound fluorescence 488/530 nm; active compounds read high; AID 1776, 2009; in the data active means fluorescence above about 89;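 further: glutathione beads carrying GST-tagged Bcl family fusion proteins plus one bare bead set; values are compound well signal with DMSO vehicle wells as background; inactives centre near 16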
RGS8-Gao: RGS8-Galphao binding modulators, primary screen, biochemical, multiplexed bead flow cytometry; 220,000 tested, 0.34% active; response (percent of control binding), % at 10 µM; AID 1423, 2008; Guanine nucleotide-binding protein G(o) subunit alpha (Homo sapiens), P09471; actives lie on both sides; in the data active means response below about 60% or above about 140%; inactive means in between;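 further: Galphao activated as the GDP aluminium fluoride complex binding bead-coupled RGS8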
* = called active by the depositor; ? = inconclusive; [ ] = dose if it differs, or a comment. Unless noted, no stated cut-off is given here; in the data, active means inhibition above about 40%. The order is random; 1.1% or so of the library scored in one or more.

Below each compound – Bim-Bcl-W	Bim-Bcl-2	ABCB1 block	Bfl-1 Bim block	RGS7-Gao	Bcl-XL Bim block	ABCG2 inh	RGS4-Gao reg	Bim-Bcl-B	GSH bead fluor	RGS8-Gao
> COc1cc2c(cc1OC)CN(C(C)C(=O)Nc1ccc(NC(C)=O)cc1)CC2 (stereo not drawn)
 : 0	-3	0.4	0	95	-2	1	95	0	15	97
> COc1ccc(CN=C2NC(=O)CC(C(=O)Nc3ccc(Cl)cc3)S2)cc1 (stereo not drawn)
 : -1	1	0.6	-2	100	-3	8	96	-4	23	98
> O=C(O)c1ccc(CSc2nnc(-c3ccco3)n2-c2ccccc2)cc1
 : 3	1	-0.4	-5	84	0	-2	93	-2	22	87
> CC(=O)N(c1nc(CCl)cs1)c1ccc(C)cc1C
 : 1	-1	0.4	-3	109	0	1	106	-2	22	106
> COc1ccc(/C(C)=N/OCC(=O)Nc2nc3ccccc3s2)cc1
 : -4	-6	-0.2	-1	103	-7	0	104	-7	6	101
> Cc1nn(-c2ccc(Cl)cc2)c2[nH]c(=O)c(CNCc3ccc4c(c3)OCO4)cc12
 : -2	0	0.0	2	101	-1	0	102	-2	28	104
> Oc1cccc(CCC2CCCCN2Cc2cn[nH]c2-c2ccc3c(c2)OCO3)c1 (stereo not drawn)
 : 2	1	0.7	0	103	0	4	102	-1	17	100
> CS(=O)(=O)N(CC(O)Cn1c2ccccc2c2ccccc21)c1cccc2ccccc12 (stereo not drawn)
 : 0	-10	0.7	-8	99	-6	16	101	-19	35	101
> CC(=O)Nc1ccc(NS(=O)(=O)c2cc([N+](=O)[O-])ccc2C)cc1
 : 0	-5	0.9	0	97	0	2	93	0	66	97
> COc1ccc(-c2ccc(CCC(=O)O)n2NC(=O)c2cccs2)cc1
 : 0	-10	0.5	-23	100	-7	7	99	-8	21	100
> CCOc1ccc(CCNC(=O)COC(=O)c2cccc(OC)c2O)cc1OCC
 : 0	-3	1.3	-2	?	2	7	100	2	17	101
> Cc1ccc(C(C(=O)NC(C)(C)C)N(Cc2ccccc2)C(=O)c2snc(C(N)=O)c2N)o1 (stereo not drawn)
 : -1	0	0.1	2	161*[activator]	1	0	110	-1	10	92
> O=C1NCCN1Cc1ccccc1
 : 0	-7	0.4	-10	96	-2	3	98	-4	14	100
> Cc1cc[n+](-c2nc([O-])sc2/C=N/Nc2ccc([N+](=O)[O-])cc2)cc1
 : 1	-3	-0.8	2	82	-4	-5	72	-6	30	98
> COC(=O)CN(c1nc(C)c(Cl)c(OC)n1)S(=O)(=O)c1ccc(C)cc1
 : 2	-5	3.1	-1	98	1	7	98	0	10	105
> CN1CCN(C(CNS(=O)(=O)c2ccc(F)cc2)c2cccnc2)CC1 (stereo not drawn)
 : 0	-6	0.2	-12	102	-4	5	102	-9	31	100
> O=C(Nc1ccccc1-c1ccccc1)c1cccc([N+](=O)[O-])c1
 : -3	-1	1.0	-4	97	-4	4	97	-4	30	97
> Cc1ccc(C2NC(=O)c3ccccc3N2)s1 (stereo not drawn)
 : -2	0	-0.3	0	106	0	0	100	-2	15	100
> O=C(CN1C(=O)c2cccc([N+](=O)[O-])c2C1=O)N1CCN(c2ccc(F)cc2)CC1
 : -2	-2	3.5	-5	103	-5	2	100	-6	12	102
> CCN(C(=O)COC(=O)c1cccnc1Nc1cccc(C(F)(F)F)c1)C1CCS(=O)(=O)C1 (stereo not drawn)
 : -3	-4	3.0	0	103	-4	46	103	-5	7	103

Limited to RGS4-Gao reg, RGS8-Gao and ABCB1 block, for 2 of the compounds above:
Compound | RGS4-Gao reg | RGS8-Gao | ABCB1 block
CCOc1ccc(CCNC(=O)COC(=O)c2cccc(OC)c2O)cc1OCC | 100 | 101 | 1.3
Cc1ccc(C(C(=O)NC(C)(C)C)N(Cc2ccccc2)C(=O)c2snc(C(N)=O)c2N)o1 (stereo not drawn) | 110 | 92 | 0.1

The listing continues:
Below each compound – Bim-Bcl-W	Bim-Bcl-2	ABCB1 block	Bfl-1 Bim block	RGS7-Gao	Bcl-XL Bim block	ABCG2 inh	RGS4-Gao reg	Bim-Bcl-B	GSH bead fluor	RGS8-Gao
> NC(=O)c1cc(N2C(=O)C=CC2=O)ccc1Cl
 : -4	-1	0.1	-18	95	-23	0	98	-4	48	95
> CCOc1ccc(NC(=O)NNC(=O)C2CCC(C(C)(C)C)CC2)cc1 (stereo not drawn)
 : -1	-4	1.8	-5	99	0	3	102	-4	12	99
> O=C(c1ccccc1)c1cccn1CC(=O)N1CCN(c2ccc(F)cc2)CC1
 : 0	-8	-0.7	-15	100	-5	7	99	-7	33	100
> Cc1ccc(F)cc1NC(=O)CCOc1ccccc1
 : -1	-4	2.0	-6	98	-1	20	99	-3	26	100
> CCCOc1ccc(/C(O)=C2/C(=O)C(=O)N(CCCOC)C2c2cccnc2)cc1 (stereo not drawn)
 : 4	0	0.5	-11	92	-1	2	92	-2	15	96
> CCn1c2ccccc2c2nc3cc(S(=O)(=O)N4CCOCC4)ccc3nc21
 : 0	-2	-0.2	33	123	2	0	94	-13	6	75
> O=C(c1cccc(F)c1)N(Cc1nc2ccccc2c(=O)[nH]1)C1CCCC1
 : -1	-1	0.1	-9	98	-3	-1	98	-2	9	97
> OC(CN1CCN(Cc2ccc3c(c2)OCO3)CC1)c1c[nH]c2ccccc12 (stereo not drawn)
 : 0	-2	0.1	1	103	-5	0	107	-1	9	101
> O=C(NNC(=O)c1ccc([N+](=O)[O-])cc1Cl)c1ccncc1
 : -1	1	0.0	-3	101	-1	1	102	-4	7	100
> Cc1cc(OC(=O)c2c(F)cc(F)cc2F)nc(C)n1
 : 2	1	-0.2	3	?	2	3	101	7	12	99
> COc1ccc(N2CCN(C(=O)C3CCC(Cn4c(=S)[nH]c5ccccc5c4=O)CC3)CC2)cc1 (stereo not drawn)
 : 1	-4	41*	-11	101	-2	34	101	-10	34	102
> O=c1c2ccsc2ncn1Cc1cccc(C(F)(F)F)c1
 : 0	1	0.4	1	93	0	3	89	0	18	96
> O=C(C1CCN(S(=O)(=O)c2ccc(-n3cnnn3)cc2)CC1)N1CCN(c2ccccc2)CC1
 : 0	-7	0.5	-12	98	-14	1	101	-8	44	98
> O=c1[nH]c(=S)[nH]c2sccc12
 : -3	-5	1.0	-3	?	-4	4	98	-14	13	101
> Cc1cccnc1CCNC(=O)CCc1nnc(CCc2ccccc2)o1
 : 0	-1	0.6	-6	112	-4	10	107	-7	16	106
> CC[n+]1ccc(C)c2cc(SC(F)(F)F)ccc21
 : -1	0	0.4	-1	100	1	1	100	-1	12	101
> COc1ccc2c(c1OC)C(=O)N(c1ccc(C)cc1)C2=O
 : -2	-2	0.3	-5	93	-1	15	100	-4	10	100
> CCOc1ccc(NC(=O)C(c2ccccn2)N(C(=O)CCl)c2ccc(F)cc2)cc1 (stereo not drawn)
 : 0	0	-0.1	1	96	-1	0	96	-10	6	93
> CCn1c(SCCC(=O)Nc2ccccc2)nnc1-c1ccc(OC)cc1
 : -1	-3	0.4	0	103	0	2	102	-1	12	100
> Cc1ccc(N2CCN(C(=S)c3ccc(-c4cccc([N+](=O)[O-])c4)o3)CC2)cc1
 : -8	-8	0.6	7	109	-13	6	107	-43	12	96

Below each compound – Bim-Bcl-W	Bim-Bcl-2	ABCB1 block	Bfl-1 Bim block	RGS7-Gao	Bcl-XL Bim block	ABCG2 inh	RGS4-Gao reg	Bim-Bcl-B	GSH bead fluor	RGS8-Gao
> Nc1ccc2nc(SCc3cccc(F)c3)sc2c1
 : 0	2	-0.3	0	108	0	0	102	-2	26	101
> O=C(COC(=O)c1cccnc1Cl)Nc1cc(S(=O)(=O)N2CCCCC2)ccc1Cl
 : -1	-3	1.6	-7	?	0	18	104	-2	15	102
> Cc1ccc(NC(=O)c2cccc(S(=O)(=O)N(C)c3ccccc3)c2)cc1S(=O)(=O)N1CCOCC1
 : -3	-1	-0.2	-2	104	-3	-5	100	-1	6	103
> CNC(=S)NNc1nc(C)cc(C)n1
 : -2	-2	0.2	-8	104	-4	0	102	-6	23	106
> Cc1cccc(NC(=S)NC(NC(=O)OCc2ccccc2)C(Cl)(Cl)Cl)c1 (stereo not drawn)
 : 0	-9	1.6	-14	110	-7	10	108	-12	31	103
> COC(=O)Cn1c(=NC(=O)CSCC(=O)Nc2cc(C)on2)sc2cc(C(=O)OC)ccc21
 : 1	0	1.7	-4	117	0	4	114	-4	17	111
> COc1cccc(CN(Cc2ccco2)C(c2ccc(F)cc2)c2nnnn2C(C)(C)C)c1 (stereo not drawn)
 : -2	0	1.2	-5	78	-4	5	87	-4	12	91
> COc1ccc(NC(=O)CCSc2nnc(C)s2)cc1
 : -2	-5	0.3	0	103	-1	4	104	-3	17	105
> Cc1ccc(-n2c(CCc3ccccc3)nnc2SCC(=O)NCc2ccccc2)cc1C
 : -4	-12	8.8	-16	99	-9	29	101	-10	24	99
